Diaph inh CS: diaphorase inhibitors and chemical oxidizers, primary screen, counter-screen for diaphorase-coupled primary assays, biochemical, uHTS, resorufin fluorescence; diaphorase resazurin-to-resorufin fluorescence, NADH, 16 min; bacterial (C. kluyveri) enzyme, not human; hit rate 0.69% among 190,000; inhibition, % at 20 µM;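 active means primary screen inhibition at 20 µM above a set limit, cut at about 50% in these data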;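 further: plate controls were DMSO with full reaction for no effect and wells lacking NADH for full effect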
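material = Clostridium kluyveri diaphorase enzyme | amount = 0.14 U/mL diaphorase, enzyme working solution | schedule = incubation 16 min, room temperature | detection = fluorescence of resorufin formed from resazurin, Ex 544/Em 590 nm | benchmarks = positive control minus NADH, DMSO neutral control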
PPARg SRC3 recr: PPARgamma agonists recruiting SRC-3 coactivator, primary screen, biochemical; Peroxisome proliferator-activated receptor gamma (Homo sapiens), P37231; biochemical PPARgamma/SRC-3 coactivator recruitment assay; activation, % at 8 µM; hit rate 0.26% among 200,000; AID 731, 2007; in the data active means activation above about 23%;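 further: 0% = DMSO and 100% = reference agonist; some compounds past the cut are filed as inactive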
Target sequence (P37231 whole entry, looked up): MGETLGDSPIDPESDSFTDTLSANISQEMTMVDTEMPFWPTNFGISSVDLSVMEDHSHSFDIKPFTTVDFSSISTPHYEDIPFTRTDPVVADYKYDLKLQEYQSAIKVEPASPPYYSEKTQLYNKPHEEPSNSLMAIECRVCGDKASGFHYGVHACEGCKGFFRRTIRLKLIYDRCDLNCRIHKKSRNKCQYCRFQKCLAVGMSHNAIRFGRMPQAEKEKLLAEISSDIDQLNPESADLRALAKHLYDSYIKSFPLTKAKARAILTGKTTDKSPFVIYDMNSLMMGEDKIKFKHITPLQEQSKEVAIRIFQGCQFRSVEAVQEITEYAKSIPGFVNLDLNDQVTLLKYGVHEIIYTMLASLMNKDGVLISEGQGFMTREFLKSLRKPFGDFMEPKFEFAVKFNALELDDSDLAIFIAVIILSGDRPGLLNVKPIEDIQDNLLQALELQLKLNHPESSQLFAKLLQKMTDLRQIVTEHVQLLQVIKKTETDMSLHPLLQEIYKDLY
SRC2 TRFRET art: TR-FRET signal artefacts, primary screen, artefact control for PPARgamma SRC-2 agonist project, biochemical. TR-FRET artefact counter-screen; stronger effect = higher value. TR-FRET ratio at 8 µM. hit rate 0.4% among 200,000; in the data active means TR-FRET ratio above about 2000; further: inactives centre near 1500
G6PDH counter: L. mesenteroides G6PDH inhibitors, counter-screen for G6PDH-coupled screening assays, biochemical, Leuconostoc mesenteroides enzyme; Purified L. mesenteroides G6PDH, diaphorase/resazurin coupled fluorescence, 45 min; inhibition, % at 5 µM; hit rate 0.12% among 200,000; AID 1020, 2008; in the data active means inhibition above about 50%
PPARg SRC1 recr: PPARgamma agonists recruiting SRC-1 coactivator, primary screen, biochemical. hit rate 0.41% among 200,000. PPARgamma-SRC-1 coactivator recruitment biochemical assay. activation, % at 8 µM. Peroxisome proliferator-activated receptor gamma (Homo sapiens), P37231. AID 631, 2007; in the data active means activation above about 19%;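 further: 0% = DMSO and 100% = reference agonist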
ROMK mod: ROMK potassium channel modulators, primary screen, cell-based, thallium flux, MLSMR library; hit rate 2% among 130,000; B-score at 10 µM; Tet-inducible ROMK, thallium flux fluorescence; actives lie on both sides;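 active means signal ratio slope over the read window, or its plate-corrected B-score, at least 3 SD from the plate mean, either direction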;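 further: B-score of the F/F0 ratio slope over 7 to 12 s after thallium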
PPARg SRC-2 ag: agonists of PPARg-SRC-2 recruitment, primary screen, biochemical, HTS; Peroxisome proliferator-activated receptor gamma (Homo sapiens), P37231; PPARgamma LBD-SRC-2 recruitment; activation, % at 8 µM; hit rate 0.34% among 200,000; AID 1032, 2008; in the data active means activation above about 22%;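 further: 0% = vehicle and 100% = reference agonist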
Diaphorase act: compounds boosting diaphorase resazurin reduction – biochemical, uHTS, resorufin fluorescence, counter-screen for diaphorase-coupled primary assays, primary screen. Diaphorase/resazurin coupled assay, 16 min; stronger effect = higher value; 1 = vehicle wells, 0 = NADH-free wells. activation factor at 20 µM. hit rate 0.005% among 190,000;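 active means diaphorase activity raised at least twofold by the compound at 20 µM; inactive means activation factor below 2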
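Test system: Clostridium kluyveri diaphorase, purified enzyme; input: enzyme 0.07 U/mL final; buffer or medium: 50 mM HEPES pH 7.4 with 4.542 mM MgCl2, 0.005% Tween 20; also added: 0.114 mM NADH and 0.1 mM resazurin, final amounts; schedule: 16 min enzyme reaction, ambient temperature; technique: fluorescence of resorufin, 544 nm excitation, 590 nm emission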
PMI activator: activators of human PMI, primary screen, biochemical, fluorescence intensity, near-Km mannose 6-phosphate | Mannose-6-phosphate isomerase (Homo sapiens), P34949 | purified human PMI, coupled resazurin fluorescence, 20 min; stronger effect = higher value; 1 = vehicle control, 0 substrate-free wells | activation factor at 20 µM | hit rate 0.005% among 190,000 | AID 1214, 2008;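 active means activation factor of 2 or more at 20 µM, relative to plate controls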
Target sequence (P34949 whole entry, looked up): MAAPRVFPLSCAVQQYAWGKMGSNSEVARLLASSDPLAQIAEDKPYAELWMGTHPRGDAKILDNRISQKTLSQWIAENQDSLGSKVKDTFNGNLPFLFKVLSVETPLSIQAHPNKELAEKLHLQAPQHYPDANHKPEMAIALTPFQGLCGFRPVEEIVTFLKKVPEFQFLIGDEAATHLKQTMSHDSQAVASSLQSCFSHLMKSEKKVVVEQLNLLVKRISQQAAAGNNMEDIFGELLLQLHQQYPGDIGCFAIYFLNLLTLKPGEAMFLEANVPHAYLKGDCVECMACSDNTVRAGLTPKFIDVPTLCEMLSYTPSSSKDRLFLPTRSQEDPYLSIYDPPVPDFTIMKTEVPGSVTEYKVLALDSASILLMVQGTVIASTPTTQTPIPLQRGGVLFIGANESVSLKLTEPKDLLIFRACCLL
S1P3 antag: S1P3 receptor antagonists, primary screen, cell-based | Sphingosine 1-phosphate receptor 3 (Homo sapiens), Q99500 | inhibition, % at 4.98 µM | CHO S1P3 NFAT-BLA reporter, FRET fluorescence, antagonist mode | AID 485, 2006 | hit rate 0.27% among 170,000;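 active means inhibition above the plate cutoff, the mean inhibition of test wells on that plate plus 3 SD, cut at about 28% in these data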;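 further: cells challenged with S1P at its EC80 of 0.8 µM; blue over green emission ratio from cleaved BLA substrate after 4 h stimulation; 0% = S1P-stimulated wells and 100% = unstimulated DMSO-only wells; some compounds past the cut are filed as inactive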
PMI act hi M6P: human PMI activators, high substrate, primary screen, biochemical, fluorescence intensity, near-saturating mannose 6-phosphate; Mannose-6-phosphate isomerase (Homo sapiens), P34949; coupled PMI enzyme assay, resazurin fluorescence, 20 min; stronger effect = higher value; 1 = untreated enzyme, 0 = substrate-free blank; activation factor at 20 µM; hit rate 0.34% among 190,000;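 active means activation factor of 2 or more at 20 µM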
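Test system: human phosphomannose isomerase with PGI, G6PDH, diaphorase coupling enzymes / Doses: 20 µM compound, 1% DMSO / Times: enzyme reaction with compound 20 min at room temperature / Measured by: Diaphorase-driven resazurin-to-resorufin fluorescence, excitation 544, emission 590 nm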
Active calls of the source: *. Compounds as they come (roughly 3.3% active in at least one column).

COC(=O)C1CCN(CC(=O)Nc2ccccc2Sc2ccccc2)CC1 was read as Diaph inh CS 14.5, PPARg SRC3 recr -4.8, SRC2 TRFRET art 1463, G6PDH counter -0.4, PPARg SRC1 recr 0.5, ROMK mod 0.00926, PPARg SRC-2 ag -2.4, Diaphorase act 0.9, PMI activator 0.9, S1P3 antag -0.2 and PMI act hi M6P 0.8.
For CCOC(=O)c1c(NC(=O)Cc2cccs2)sc(C(=O)NC2CCCC2)c1C the results were Diaph inh CS 0.2, PPARg SRC3 recr 34.5*, SRC2 TRFRET art 1550, G6PDH counter 1.4, PPARg SRC1 recr 1.3, PPARg SRC-2 ag 2.4, Diaphorase act 1, PMI activator 1 and PMI act hi M6P 1.
CC(=O)Nc1nnc(CCS(=O)(=O)c2ccc(C)c(C)c2)s1 was read as Diaph inh CS -8.0, PPARg SRC3 recr -1.8, SRC2 TRFRET art 1709, G6PDH counter 5.4, PPARg SRC1 recr 6.3, ROMK mod 1.02, PPARg SRC-2 ag -0.2, Diaphorase act 1.1, PMI activator 1, S1P3 antag -19.3 and PMI act hi M6P 1.1.
For CCOC(=O)C1=C(CSc2nc3ccccc3s2)NC(=O)NC1c1cc(C)ccc1C (stereo not given) the results were Diaph inh CS 7.0, PPARg SRC3 recr -6.2, SRC2 TRFRET art 1431, G6PDH counter 4.4, PPARg SRC1 recr -1.2, PPARg SRC-2 ag 2.8, Diaphorase act 0.9, PMI activator 1 and PMI act hi M6P 1.
`Cc1nn(-c2ccccc2)c2sc(C(=O)NC3CCCCC3)cc12` gave Diaph inh CS 14.6, PPARg SRC3 recr 13.3, SRC2 TRFRET art 1480, G6PDH counter 2.0, PPARg SRC1 recr 3.3, ROMK mod -1.1, PPARg SRC-2 ag 7.1, Diaphorase act 0.9, PMI activator 0.9, S1P3 antag 27.8 and PMI act hi M6P 0.9.
CCOc1ccccc1OCCN1CCC(Cc2ccccc2)CC1 was read as Diaph inh CS 17.5, PPARg SRC3 recr 1.2, SRC2 TRFRET art 1504, G6PDH counter 1.3, PPARg SRC1 recr 3.0, ROMK mod -2.76, PPARg SRC-2 ag 1.7, Diaphorase act 0.8, PMI activator 1, S1P3 antag 0.3 and PMI act hi M6P 1.1.
`Cc1ccc(S(=O)(=O)NCCC(=O)NCCN2CCCCCC2)cc1` gave Diaph inh CS -36.6, PPARg SRC3 recr 2.2, SRC2 TRFRET art 1521, G6PDH counter 12.4, PPARg SRC1 recr 1.0, ROMK mod -0.0225, PPARg SRC-2 ag 1.2, Diaphorase act 1.4, PMI activator 1, S1P3 antag -20.6 and PMI act hi M6P 1.1.
`CC(C)(C)c1ccc(S(=O)(=O)Nc2cccc(C3OCCCO3)c2)cc1` gave Diaph inh CS 18.0, PPARg SRC3 recr 0.2, SRC2 TRFRET art 1540, G6PDH counter 8.1, PPARg SRC1 recr 0.5, ROMK mod -1.62, PPARg SRC-2 ag 1.6, Diaphorase act 0.8, PMI activator 0.9, S1P3 antag 0.9 and PMI act hi M6P 0.9.
Screening CCOC(=O)C1CNc2cc(S(=O)(=O)CC)ccc2O1 (stereo not given) returned Diaph inh CS 3.2, PPARg SRC3 recr 8.3, SRC2 TRFRET art 1602, G6PDH counter 8.8, PPARg SRC1 recr 7.8, ROMK mod 0.489, PPARg SRC-2 ag 3.1, Diaphorase act 1, PMI activator 0.9, S1P3 antag -22.6 and PMI act hi M6P 1.
For Cc1ccc(C)c(C(=O)CSc2n[nH]c(-c3ccncc3)n2)c1 the results were Diaph inh CS 15.6, PPARg SRC3 recr 4.5, SRC2 TRFRET art 1534, G6PDH counter 4.4, PPARg SRC1 recr 7.6, ROMK mod -0.0197, PPARg SRC-2 ag 1.7, Diaphorase act 0.8, PMI activator 0.8, S1P3 antag -10.9 and PMI act hi M6P 0.9.
`COc1ccc(OC)c(S(=O)(=O)N2CCCC(C)C2)c1` (stereo not given) gave Diaph inh CS 7.4, PPARg SRC3 recr 0.0, SRC2 TRFRET art 1682, G6PDH counter -3.9, PPARg SRC1 recr 6.3, ROMK mod -0.589, PPARg SRC-2 ag 15.4, Diaphorase act 0.9, PMI activator 1.1 and PMI act hi M6P 1.1.
`NC1=NC2(CCCCC2)N=C(Nc2ccc(Br)cc2)N1` gave Diaph inh CS 3.6, PPARg SRC3 recr 5.0, SRC2 TRFRET art 1365, G6PDH counter -0.8, PPARg SRC1 recr -0.4, PPARg SRC-2 ag 0.6, Diaphorase act 1, PMI activator 0.8, S1P3 antag -13.5 and PMI act hi M6P 1.
`CCc1cccc(CC)c1NC(=O)C(NS(=O)(=O)c1cccs1)c1ccccc1` (stereo not given) gave Diaph inh CS 3.0, PPARg SRC3 recr 2.5, SRC2 TRFRET art 1497, G6PDH counter -11.9, PPARg SRC1 recr -2.6, PPARg SRC-2 ag 2.2, Diaphorase act 1, PMI activator 1, S1P3 antag 1.3 and PMI act hi M6P 1.1.
`C=CCn1c(SCC(=O)c2ccc(OC)cc2)nnc1C(C)NC(=O)c1cccs1` (stereo not given) gave Diaph inh CS 14.6, PPARg SRC3 recr -1.5, SRC2 TRFRET art 1580, G6PDH counter 0.5, PPARg SRC1 recr 9.4, PPARg SRC-2 ag 5.1, Diaphorase act 0.9, PMI activator 0.9, S1P3 antag -2.3 and PMI act hi M6P 1.
Screening O=c1[nH]c(=S)[nH]c2[nH]c(=S)[nH]c12 returned Diaph inh CS 87.4*, PPARg SRC3 recr 7.6, SRC2 TRFRET art 1313, G6PDH counter 8.7, PPARg SRC1 recr 2.8, ROMK mod -0.286, PPARg SRC-2 ag -3.1, Diaphorase act 0.1, PMI activator 0.3, S1P3 antag -11.2 and PMI act hi M6P 0.6.
`CC(=O)Nc1ccc(CN2CCN(Cc3ccc(C)cc3)C(CCO)C2)cc1` (stereo not given) gave Diaph inh CS -29.9, PPARg SRC3 recr 0.3, SRC2 TRFRET art 1532, G6PDH counter 16.9, PPARg SRC1 recr 3.2, ROMK mod -0.199, PPARg SRC-2 ag 3.6, Diaphorase act 1.3, PMI activator 1, S1P3 antag 0.3 and PMI act hi M6P 1.1.
COC(=O)c1nc(-c2ccccc2)n[nH]1 was read as Diaph inh CS 3.0, PPARg SRC3 recr 2.5, SRC2 TRFRET art 1319, G6PDH counter 5.0, PPARg SRC1 recr 4.3, ROMK mod 0.86, PPARg SRC-2 ag 0.4, Diaphorase act 1, PMI activator 1.1 and PMI act hi M6P 1.1.
`CCCCn1c(NC(=O)C2CCCCC2)nc2ccccc21` gave Diaph inh CS 0.0, PPARg SRC3 recr -6.7, SRC2 TRFRET art 1276, G6PDH counter 2.3, PPARg SRC1 recr -3.9, ROMK mod -0.364, PPARg SRC-2 ag 4.7, Diaphorase act 1, PMI activator 1 and PMI act hi M6P 1.1.
For COc1ccc(NC(=O)c2ccccn2)cc1 the results were Diaph inh CS 3.8, PPARg SRC3 recr 13.1, SRC2 TRFRET art 1566, G6PDH counter -0.9, PPARg SRC1 recr 3.4, PPARg SRC-2 ag 2.2, Diaphorase act 1, PMI activator 1 and PMI act hi M6P 0.5.
CCOC(=O)C1(Cc2ccccc2C)CCCN(C(=O)CCc2cccnc2)C1 (stereo not given) was read as Diaph inh CS 10.4, PPARg SRC3 recr 2.1, SRC2 TRFRET art 1849, G6PDH counter 4.1, PPARg SRC1 recr 3.3, ROMK mod 0.257, PPARg SRC-2 ag 6.7, Diaphorase act 0.9, PMI activator 0.9, S1P3 antag 8.8 and PMI act hi M6P 1.
Screening COc1cc(OC)c(NC2=NCCCCC2)cc1Cl returned Diaph inh CS 16.6, PPARg SRC3 recr 11.2, SRC2 TRFRET art 1794, G6PDH counter 14.4, PPARg SRC1 recr -1.0, PPARg SRC-2 ag 11.8, Diaphorase act 0.8, PMI activator 0.9, S1P3 antag 0.6 and PMI act hi M6P 0.8.
For CCn1c2ccccc2c2cc(NC(=S)N3CCOCC3)ccc21 the results were Diaph inh CS 11.9, PPARg SRC3 recr 5.1, SRC2 TRFRET art 1673, G6PDH counter -1.1, PPARg SRC1 recr 0.3, PPARg SRC-2 ag 4.9, Diaphorase act 0.9, PMI activator 0.9 and PMI act hi M6P 1.
Screening CCN1CCN(CCCN(Cc2ccco2)C(=S)Nc2ccc(Cl)c(C)c2)CC1 returned Diaph inh CS 4.7, PPARg SRC3 recr 7.8, SRC2 TRFRET art 1912, G6PDH counter 5.0, PPARg SRC1 recr 7.9, ROMK mod 0.04, PPARg SRC-2 ag 6.9, Diaphorase act 1, PMI activator 1, S1P3 antag 7.1 and PMI act hi M6P 1.
`CCOc1ccccc1C(=O)N(CN1CCCC1=O)c1cccc(Cl)c1` gave Diaph inh CS 8.8, PPARg SRC3 recr -4.3, SRC2 TRFRET art 1616, G6PDH counter 9.1, PPARg SRC1 recr -0.5, PPARg SRC-2 ag 2.0, Diaphorase act 0.9, PMI activator 1.1, S1P3 antag -4.7 and PMI act hi M6P 0.9.
`COc1ccc(Nc2nc3ccc(C)cn3c(=O)c2/C=N/O)cc1` gave Diaph inh CS -0.9, PPARg SRC3 recr 2.6, SRC2 TRFRET art 1403, G6PDH counter 5.8, PPARg SRC1 recr 6.4, ROMK mod -0.856, PPARg SRC-2 ag -5.8, Diaphorase act 1, PMI activator 0.9, S1P3 antag -5.0 and PMI act hi M6P 1.
`COCC(C)NC(=O)C1CC(=O)N(c2ccc(C)cc2)C1` (stereo not given) gave Diaph inh CS -1.1, PPARg SRC3 recr -4.6, SRC2 TRFRET art 1569, G6PDH counter 1.4, PPARg SRC1 recr 2.1, ROMK mod 0.0695, PPARg SRC-2 ag 6.2, Diaphorase act 1, PMI activator 1.1, S1P3 antag 18.4 and PMI act hi M6P 1.1.
